Compound activity from PubChem.
MEX-5 binding: C. elegans MEX-5 TCR-2 RNA binding activity; MEX-5/FITC-TCR2 RNA binding, fluorescence polarization; stronger effect = lower value; activity score (negative = inhibition of binding), % at 10 µM; 300,000 tested, 0.38% active; AID 1832;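 active = inhibition past about -25% in most replicates, and total fluorescence under double the plate's negative control median, limit read from the data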;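 note: 0% = DMSO and -100% = 5 µM competing unlabeled TCR2 RNA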
MCL1-BIM inh: inhibitors of human MCL1 binding to BIM-BH3 peptide. Q07820. GST-MCL1 / FITC-Bim-BH3 fluorescence polarization. inhibition, % at 10.9 µM. 320,000 tested, 0.68% active. AID 2057;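 active = inhibition above the mean inhibition of all tested compounds plus 3 SD, set per campaign, cut at about 40% in these data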;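 note: 0% = DMSO wells and 100% = unlabeled Bim-BH3 peptide control; higher means more loss of mP so more displacement of Bim peptide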
Target sequence (Q07820 whole entry, looked up): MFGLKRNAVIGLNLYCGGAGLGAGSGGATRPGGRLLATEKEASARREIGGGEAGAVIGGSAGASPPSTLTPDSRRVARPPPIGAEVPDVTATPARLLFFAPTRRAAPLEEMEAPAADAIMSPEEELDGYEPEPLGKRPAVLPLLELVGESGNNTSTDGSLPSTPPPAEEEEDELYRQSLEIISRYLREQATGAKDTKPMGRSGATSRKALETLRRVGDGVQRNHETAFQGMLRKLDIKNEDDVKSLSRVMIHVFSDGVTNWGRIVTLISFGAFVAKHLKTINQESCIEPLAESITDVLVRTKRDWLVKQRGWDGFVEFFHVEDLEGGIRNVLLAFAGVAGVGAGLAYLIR
BCLXL inh: blocks human Bcl-xL binding to Bim BH3 peptide. Q07817. GST-Bcl-xL / FITC-Bim BH3 peptide fluorescence polarization. inhibition, % at 10.9 µM. 320,000 tested, 0.7% active. AID 2129;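 active = inhibition above the mean of all tested compounds plus 3 SD, cutoff set per campaign, cut at about 30% in these data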;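 note: 0% = DMSO wells and 100% = unlabeled Bim-BH3 peptide competitor; inhibitors lower millipolarization by displacing the labeled peptide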
Target sequence (Q07817 whole entry, looked up): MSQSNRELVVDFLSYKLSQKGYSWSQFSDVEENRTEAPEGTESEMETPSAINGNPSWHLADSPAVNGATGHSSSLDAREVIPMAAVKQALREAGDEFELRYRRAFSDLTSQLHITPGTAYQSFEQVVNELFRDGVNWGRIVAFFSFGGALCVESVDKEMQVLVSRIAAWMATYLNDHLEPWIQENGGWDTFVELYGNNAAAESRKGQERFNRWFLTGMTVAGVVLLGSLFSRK
Fam108B counter: blocks mouse Fam108B hydrolase in RBBP9 counter-screen; recombinant Fam108B, FP-Rh probe fluorescence polarization; inhibition, % at 9.51 µM; 300,000 tested, 0.33% active; AID 1947;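 active = inhibition above the screen mean inhibition plus 3 SD, computed separately per campaign, cut at about 18% in these data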;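 note: inhibitors lower polarization as less probe binds the enzyme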
ZTA counter: counter-screen for EBNA-1 inhibitors: inhibitors of Epstein-Barr virus ZTA; 320,000 tested, 0.15% active; ZTA-DNA binding, fluorescence polarization; inhibition, % at 11 µM; AID 2234; P03206; in the data active = inhibition above about 33%
Target sequence (P03206 whole entry, looked up): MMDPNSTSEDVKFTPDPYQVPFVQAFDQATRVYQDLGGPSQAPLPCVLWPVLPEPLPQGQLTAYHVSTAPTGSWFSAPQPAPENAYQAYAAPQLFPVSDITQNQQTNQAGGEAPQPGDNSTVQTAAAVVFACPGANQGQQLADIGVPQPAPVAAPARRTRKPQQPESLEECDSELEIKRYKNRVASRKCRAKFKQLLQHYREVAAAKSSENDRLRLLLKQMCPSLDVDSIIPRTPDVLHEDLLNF
GLD-1 TGE inh: GLD-1-TGE RNA interaction inhibition (C. elegans); purified GLD-1 + fluorescein TGE RNA, fluorescence polarization; Q17339; 320,000 tested, 0.44% active; inhibition, % at 5.96 µM;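 active = percent inhibition above a per-plate cutoff, the plate mean of test compounds plus 3 SD, cut at about 30% in these data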;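 note: 0% = DMSO wells with GLD-1 and probe and 100% = wells lacking GLD-1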
CR mimetic SO: yeast age-related superoxide inhibition as caloric restriction mimetic | S. cerevisiae aged cells, superoxide DHE fluorescence; stronger effect = lower value | superoxide response (% of plate mean), % at 10 µM | 330,000 tested, 0.18% active | AID 2690;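 active = superoxide response under a set limit, about three screen SD below normal, cut at about 65% in these data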;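 note: yeast aged for seven days with compound at 30 °C before DHE staining; 100% = average MFI of all compound-treated wells on the plate with controls excluded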
EBNA-1 inhibitor: blocks EBNA-1 binding to DNA; EBNA-1 DNA binding, fluorescence polarization; inhibition, % at 14.8 µM; 300,000 tested, 0.34% active; in the data active = inhibition above about 28%
Efflux pump inh: blocks antifungal efflux pumps in multiplex yeast assay | S. cerevisiae Candida pump triplex, Nile Red efflux | inhibition, % at 10 µM | 330,000 tested, 0.44% active | AID 485275;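 active = plate passing quality check with inhibition over a set limit, or well fluorescence over plate mean plus 4 SD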;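 note: Nile Red retained in pooled yeast measured as flow cytometry median fluorescence; 0% = buffer negative control and 100% = Enniatin B positive control; higher means more Nile Red kept so more efflux inhibition; some compounds called inactive have numbers as strong as hits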
Starred values were filed as active, the others as inactive; nt = no result given.

entry	canonical_smiles	EBNA-1 inhibitor	CR mimetic SO	MCL1-BIM inh	GLD-1 TGE inh	ZTA counter	Fam108B counter	MEX-5 binding	Efflux pump inh	BCLXL inh
1	C/C=C\C(=O)Nc1cccc(C2=NOC3(C2)C[C@@H](C(N)=O)N(C(=O)C2(C)CC2)C3)c1 (some centres undefined)	0	95	-1	4	-15	1	1.2	-0.3	1
2	CC(C)c1ccc(/C=N/Nc2ccc(C(=O)O)cc2)cc1	14	110	3	4	8	-1	-2.2	-0.1	10
3	O=C(CCc1nc2ccccc2[nH]1)NC1CCCCC1	-1	102	0	2	-4	-1	-0.2	0.2	6
4	C=CCOC(=O)C1=C[C@H](c2cn(C(C)=O)c3ccccc23)C[C@H](OCc2ccc(CO)cc2)O1	3	105	-5	0	2	-5	0.4	0.0	-1
5	CCOC(=O)c1sc(Nc2nc3cc4c(cc3s2)OCO4)cc1C	1	90	0	3	-11	4	-1.0	0.0	-3
6	Cc1csc2ncc(C(=O)NCc3ccccn3)c(=O)n12	2	85	3	0	1	-1	-0.1	0.1	6
7	CN1CCN(S(=O)(=O)c2ccc(NC(=S)NC(=O)c3ccccc3)cc2)CC1	-17	112	-9	-9	-15	-5	0.3	0.3	-12
8	N#Cc1ccc(COC(=O)c2ccc3c(c2)OCO3)cc1	6	90	3	3	0	2	2.7	-0.1	8
9	COc1cc(NC(=O)COC(C)=O)cc(OC)c1OC	0	109	3	-7	-7	-2	-2.8	0.0	4
10	O=C(CCC(=O)Nc1ccc(Cl)cc1)N/N=C/c1ccc2c(c1)OCO2	6	110	3	-1	-25	0	0.0	-0.2	4
11	Cc1[nH]nc(N2CCCCC2)c1[N+](=O)[O-]	9	85	5	5	-3	-1	0.1	-0.1	2
12	O=C(CNC(=O)C1CCCCC1)OCn1nnc2ccccc2c1=O	-10	92	-4	6	10	-5	0.5	0.2	-3
13	Cc1ccc2nsnc2c1NC(=O)CCc1ccccc1	0	104	7	9	-13	-4	1.6	-0.2	6
14	Cc1cnc(C(=O)OCC(=O)Nc2ccc3c(c2)OCCO3)cn1	nt	100	-9	-2	-2	nt	nt	-0.3	-10
15	O=C1N(Cc2cccc(Cl)c2)C[C@@H]2C[C@@H](c3ccsc3)N3CCC[C@@]123	-5	105	-3	0	10	2	4.2	0.1	3
16	CC(=O)NC(C1C(=O)CC(C)(C)CC1=O)(C(F)(F)F)C(F)(F)F	-9	103	-3	2	-17	4	0.0	-0.1	1
17	C/C(CC(=O)NC1CCCCC1)=N\NC(=O)c1ccccc1C	3	101	3	6	4	1	-1.0	0.2	1
18	CCCn1nc(NC(=O)c2cccs2)c2cc3cc(OC)ccc3nc21	2	88	2	-4	-20	2	-2.2	0.0	3
19	CCOc1ccccc1N1CC(C(=O)N2CCN(Cc3ccc(C#N)cc3)CC2)CC1=O (centres undefined)	nt	90	3	-2	-2	nt	nt	0.2	1
20	O=C(c1ccccc1F)N(NC(=O)C(O)(c1ccccc1)c1ccccc1)c1ccccc1	3	105	4	8	-6	0	0.9	0.0	0
21	CCOc1ccc(S(=O)(=O)N2CCC(C(=O)NC3CC3)CC2)cc1Cl	0	98	-2	-5	-5	0	-0.2	-0.1	1
22	O=C(Cn1ncc(Cl)c(Cl)c1=O)NC1CCCCC1	nt	98	6	4	2	nt	nt	-0.3	-3
23	O=C(Nc1ccccc1N1CCCCC1)C1CCN(S(=O)(=O)c2cccc(C(F)(F)F)c2)CC1	-5	103	-5	2	-3	-2	1.7	0.0	-4
24	O=C(NCc1cccs1)c1cnc(Cl)c(Cl)c1	-4	104	4	-2	1	5	-2.5	0.0	3
25	COc1cc(/C=C(/NC(C)=O)C(=O)O)cc(Cl)c1OCc1ccc(Br)cc1	5	99	1	1	1	-2	-0.4	0.0	4
26	Cc1cc(C(=O)Nc2ccccc2Cc2ccccc2)no1	11	100	1	-1	-8	9	1.5	-0.2	11
27	Nc1ccc(C2(c3ccc(N)cc3)c3ccccc3C(=O)c3ccccc32)cc1	20	98	5	4	-16	8	0.2	0.0	3
28	C/C(Cl)=C\C[N+](C)(C)CC(=O)OCCc1ccccc1	-5	88	1	3	-8	-1	-1.9	0.5*	3
29	COc1ccc(NC(=O)c2ccccc2-c2ccccc2)c(C)c1	0	101	4	3	8	7	2.0	-0.1	2
30	COC(=O)c1cccnc1-n1c(=O)c2cccnc2n(Cc2ccc(Cl)cc2)c1=O	-7	115	4	3	-5	-2	-1.0	-0.1	4
31	CN(CC(=O)Nc1cccc(F)c1)C(=O)c1ccc(-c2ccc(Cl)cc2)o1	7	82	-8	-4	-9	-8	1.7	-0.5	-8
32	C/C(=N/NC(=O)c1cccc(Br)c1)C1CC2CCC1C2 (centres undefined)	-1	110	5	-7	6	-3	-0.4	0.2	0
33	CCN1C(=O)CSc2ccc(C(=O)NCc3ccccc3)cc21	2	89	7	6	-14	0	0.1	0.0	7
34	O=C(c1ccc(Cl)cc1)c1ccc(OCC(O)CN2CCOCC2)cc1 (centres undefined)	3	99	4	5	4	0	0.3	0.1	5
35	COc1ccc(NC(=O)Cc2ccc(C)c(C)c2)cc1Cl	-2	103	-15	2	-10	-2	-0.4	0.1	-4
36	CC1(CC(=O)Nc2ccccc2)NC(=S)N(c2ccccc2)N1 (centres undefined)	-1	136	-9	1	-11	0	0.6	-0.2	1
37	CC(C)CC(=O)C1CCCN(C(=O)c2ccc3oc(Cc4ccccc4)nc3c2)C1 (centres undefined)	-1	93	6	-2	8	5	-0.2	0.1	3
38	O=C(NNC(=O)c1cc(-c2ccccc2Cl)nc2ccccc12)c1csc(N2CCOCC2)n1	-1	102	5	2	-6	5	-0.7	-0.2	-1
39	COc1ccc(NC(=O)CSc2cn[nH]n2)c(OC)c1	1	96	-3	0	5	0	1.4	-0.1	-1
40	CCn1c(CSc2nc3ccccc3s2)nnc1SCC(N)=O	-4	95	2	4	3	-1	0.5	1.4	-1
41	C=CCNc1nc(C(=O)OCC(=O)c2ccc(Cl)cc2)cs1	-1	99	2	6	-6	-6	-1.9	0.2	2
42	CCN(CC)C(=S)NC(=O)c1cccnc1	2	105	7	-11	3	-2	0.1	0.0	7
43	Cc1ccc(CNC(=O)C2CC(c3ccccc3C(F)(F)F)=NO2)cc1 (centres undefined)	-3	108	1	2	-4	1	0.9	-0.1	3
44	O=C(Cc1cccs1)Nc1ccc(S(=O)(=O)N2CCCCC2)cc1	-7	105	4	-3	-10	3	nt	0.0	2
45	CC1CC(C)(C)NC(=S)N1CC(=O)NCc1ccc(Cl)cc1 (centres undefined)	-4	86	4	7	-12	0	-2.2	0.2	4

Rewritten in transposed form: entries from further up.
[36] CC1(CC(=O)Nc2ccccc2)NC(=S)N(c2ccccc2)N1 (centres undefined)
[37] CC(C)CC(=O)C1CCCN(C(=O)c2ccc3oc(Cc4ccccc4)nc3c2)C1 (centres undefined)

entry no. | 36 | 37
EBNA-1 inhibitor | -1 | -1
CR mimetic SO | 136 | 93
MCL1-BIM inh | -9 | 6
GLD-1 TGE inh | 1 | -2
ZTA counter | -11 | 8
Fam108B counter | 0 | 5
MEX-5 binding | 0.6 | -0.2
Efflux pump inh | -0.2 | 0.1
BCLXL inh | 1 | 3

Later entries.
entry	canonical_smiles	EBNA-1 inhibitor	CR mimetic SO	MCL1-BIM inh	GLD-1 TGE inh	ZTA counter	Fam108B counter	MEX-5 binding	Efflux pump inh	BCLXL inh
46	COc1ccc(C2CC(c3ccc(Cl)cc3Cl)Nc3nc(N)nn32)cc1 (centres undefined)	7	83	8	8	5	-4	1.4	0.1	8
47	COc1ccc(CCNC(=O)C(=O)NCc2ccccn2)cc1	-3	91	-1	-2	-7	-2	-1.8	0.0	0
48	CC(=O)c1ccc(NC(=O)/C=C/c2ccc(C)cc2)cc1	3	91	8	3	13	-2	-2.8	-0.1	4
49	c1ccc(CN2CCN(CCCNc3ccc4nnc(-c5ccccc5)n4n3)CC2)cc1	1	91	4	5	-14	-2	-1.8	0.2	6
50	O=C(Nc1cccc(OCC(=O)N2CCOCC2)c1)c1cccc(Cl)c1	10	96	-1	-2	10	4	1.8	0.0	-4
51	Cc1cnc(NC(=O)c2cccc(S(=O)(=O)N3CCOCC3)c2)s1	nt	88	-5	5	-1	nt	nt	0.1	-1
52	COc1ccccc1CNC(=O)CCC1N=C2c3ccccc3N=C(SCC(=O)NCC3CCCO3)N2C1=O (centres undefined)	-12	108	5	-8	4	-2	1.1	0.1	5
53	CC(C)(C)NS(=O)(=O)c1ccc(NC(=O)c2cc(-c3ccccc3)nc3ccccc23)cc1	17	107	5	9	1	-10	-1.1	-0.1	7
54	CNc1ccc(Oc2nc([N+](=O)[O-])nn2C)cc1	3	94	8	9	-1	6	0.1	-0.2	6
55	CCCCNS(=O)(=O)c1cc2c3c(c1)CCN3C(=O)CC2	0	89	12	6	-7	-5	-0.5	0.0	5
56	CC(=O)Nc1ccc(OCCOc2ccc([N+](=O)[O-])cc2)cc1	6	105	10	-1	5	1	-0.1	-0.2	5
57	CCOC(=O)c1ccc(N2C(=O)C3CCOc4ccccc4C32)cc1 (centres undefined)	nt	95	0	5	-2	nt	nt	0.1	1
58	CCOc1ccc(Nc2cc(C)nc3ccc(C)cc23)cc1	5	104	5	0	-17	0	1.6	-0.1	4
59	Cc1ccc(Cn2c(SCC(C)C)nc3c2c(=O)[nH]c(=O)n3C)cc1	-9	118	8	-7	-2	-4	-2.0	0.2	-6
60	Cc1ccccc1-c1nnc(SCC(=O)NCc2ccc3c(c2)OCO3)n1C	2	115	-2	1	-2	3	5.1	-0.1	-1
61	CN(C)C(=O)CSCc1c(Cl)cccc1Cl	-4	98	2	4	11	3	-4.6	-0.1	0
62	CC(C)=CCCC(C)N(C=O)C(C)CCC=C(C)C (centres undefined)	-2	100	-10	9	-4	0	-1.8	0.2	-1
63	Cc1cc(C)c(NC(=O)Nc2ccccc2)c(C)n1	nt	138	15	-7	-14	nt	nt	-0.1	4
64	CCOC(=O)C1(Cc2ccccc2C(F)(F)F)CCN(CCCn2cccn2)CC1	-14	111	3	2	3	-5	1.6	-0.1	8
65	C=CCSc1nnc(-c2sc(-c3ccccc3)nc2C)n1C	12	106	36	8	11	3	3.1	0.1	5
66	CCOC(=O)/C=C1\CN(C(C)c2ccccc2)S(=O)(=O)c2ccccc21 (centres undefined)	-1	99	11	-2	-23	-4	-2.8	0.0	0
67	Clc1ccc(-c2noc(CN3CCCC3)n2)cc1	-4	97	7	2	4	-6	1.4	0.0	6
68	O=C1C(=C(O)c2ccccc2)C(=O)c2ccccc21	4	90	11	8	-7	-3	1.5	0.0	10
69	N#Cc1cccc(NC(=O)N2CCC(c3nc4c(nnn4Cc4cccc(Cl)c4)c(=O)[nH]3)CC2)c1	-6	114	9	-5	-6	-5	-1.9	0.3	3
70	CC(Nc1ncnc2sccc12)c1ccccc1 (centres undefined)	-14	93	-7	4	6	0	-2.1	0.1	-4
71	O=C(NC1CCCCC1)C(c1ccncc1)N(Cc1ccccc1)C(=O)c1ccc(-c2ccccc2)[nH]1 (centres undefined)	4	92	-7	5	7	-6	-7.3	-0.2	-3
72	c1cncc(CNc2nc(N3CCOCC3)nc(N3CCOCC3)n2)c1	-4	96	9	3	-1	0	-1.3	-0.1	6
73	O=C(Nc1ccc(Br)cc1)N1CCCC(O)C1 (centres undefined)	2	112	-8	2	-5	-1	-1.2	-0.1	-2
74	CCOC(=O)CSc1nnc(CNc2ccccc2Cl)n1-c1ccccc1	1	129	4	0	4	-1	4.3	0.3	2
75	Cc1c(Cl)cccc1Nc1ccccc1C(=O)O	3	94	15	10	23	-3	3.0	-0.1	7
76	CCOC(=O)C1/C(=N\O)CC(C)(O)C(C(=O)OCC)C1c1ccc(N(C)C)cc1 (centres undefined)	-2	114	6	8	-18	-2	-3.0	-0.1	9
77	O=C(COC(=O)C1(c2ccccc2F)CCCC1)N1CCc2ccccc21	6	101	1	6	1	0	-6.6	-0.1	3
